DLD1 CTGF mRNA: YAP1 pathway inhibitors via CTGF transcript, primary screen, DLD1 colon cancer cells, RT-qPCR, single point (AID 743449); DLD1 CTGF mRNA qPCR, 24 h; stronger effect = higher value; inhibition, % at 12.5 µM; 9,900 tested, 0.9% active;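 active = mean normalized replicate activity at least 50 and at least half of replicates each reaching 50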;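 also: 0% = neutral control wells and 100% = dasatinib control wells; higher means stronger suppression of CTGF expression like dasatinib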
Pax4 gene expression: activators of Pax4 gene expression, primary screen, RT-PCR, mouse alpha TC1 cells, single point (AID 1053180); mouse alpha TC1 cells, Pax4 mRNA qPCR, 6 days; stronger effect = higher value; 100% = Pax4 plasmid added at qPCR; 9,600 tested, 0.2% active; activation, % at 10 µM;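 active = highest normalized replicate activity of 15 or more, or at least half the replicates reach 15 or more; inactive = neither condition met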;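 also: pax4 Ct normalized to GAPDH with activation seen as lower delta delta Ct; plate controls were plate neutral control wells for no effect and Pax4 plasmid positive control for full effect; each compound tested in two replicate wells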
Starred values were filed as active, the others as inactive; & = joins results of further samples. Only part of the results is shown (hit frequency here may not be typical).

entry	Structure	DLD1 CTGF mRNA	Pax4 gene expression
1	COc1ccccc1C#Cc1ccc2c(c1)[C@@H]1[C@@H](CCN1C(=O)c1ccncc1)[C@@H](CO)N2	-7.2	0.0
2	COCC#Cc1ccc([C@@H]2[C@@H](C#N)N(C(=O)Cc3ccccc3)[C@@H]2CO)cc1	-30.5	0.0
3	COc1cccc(-c2ccc3c(c2)O[C@H](CN(C)Cc2cccnc2)[C@H](C)CN([C@@H](C)CO)S3(=O)=O)c1	14.5	0.1
4	COc1ccc(C[C@@H]2CCn3cc(nn3)COC[C@@H](c3ccccc3)NC2=O)cc1	-21.4	0.0
5	CCN1CC(=O)N2[C@@H](CO)[C@H](c3ccc(Br)cc3)[C@@H]2C1	1.2	0.0
6	CO[C@H]1CC[C@@H]2CCOc3c(C#N)cccc3C(=O)N(C)C[C@H](OC)[C@H](C)C(=O)N(C)C[C@@H]1O2	0.2	0.0
7	CO[C@H](CN(C)Cc1ccc(-c2ccccn2)cc1)[C@@H](C)CN(C(=O)Nc1ccc(F)cc1)[C@H](C)CO	-12.8	0.0
8	COc1ccc(-c2ccc(C3[C@@H]4CN(C(=O)c5ccc(F)cc5)C[C@H]3N4)cc2)cc1 (some centres undefined)	-25.1&-12.6	0.0&0.1
9	COCCNC(=O)C[C@H]1CC[C@H]2[C@@H](COC[C@@H](O)CN2C(=O)c2cc(Cl)cc(Cl)c2)O1	3.2	0.0
10	COc1ccc2c3c([nH]c2c1)[C@@H](CO)N(Cc1ccc(Cl)cc1)CC31CN(S(C)(=O)=O)C1	-25.9	0.4

Part of the list above in order of SMILES length, ascending.
entry	Structure	DLD1 CTGF mRNA	Pax4 gene expression
5	CCN1CC(=O)N2[C@@H](CO)[C@H](c3ccc(Br)cc3)[C@@H]2C1	1.2	0.0
4	COc1ccc(C[C@@H]2CCn3cc(nn3)COC[C@@H](c3ccccc3)NC2=O)cc1	-21.4	0.0
8	COc1ccc(-c2ccc(C3[C@@H]4CN(C(=O)c5ccc(F)cc5)C[C@H]3N4)cc2)cc1 (some centres undefined)	-25.1&-12.6	0.0&0.1

More entries follow.
entry	Structure	DLD1 CTGF mRNA	Pax4 gene expression
11	COCC(=O)N1[C@@H]2c3ccc(C4=CCCCC4)c(=O)n3C[C@@H]2[C@@H](CO)[C@@H]1C(=O)N1CCN(C)CC1	7.9	0.0
12	COc1ccc(NC(=O)N(C)C[C@H]2OCc3cnnn3CCCC(=O)N([C@@H](C)CO)C[C@@H]2C)c(OC)c1	10.1	0.0
13	COc1ccc2c3c(n(C)c2c1)[C@@H](CO)N(S(C)(=O)=O)CC31CCN(C(=O)Nc2cccc(F)c2)CC1	25.9	0.0
14	COc1ccc(NC(=O)Nc2cccc3c2O[C@@H](CN(C)Cc2ccc(C(=O)O)cc2)[C@@H](C)CN([C@@H](C)CO)C3=O)cc1	-6.2	0.0
15	COc1cccc(C(=O)Nc2ccc3c(c2)OC[C@H](C)N(CCc2ccccc2)C[C@@H](C)[C@H](OC)CN(C)C3=O)c1	12.5	0.0
16	C/C=C/c1cnc2c(c1)C(=O)N([C@@H](C)CO)C[C@@H](C)[C@@H](CN(C)CC1CCOCC1)O2	8.5	0.1
17	CCCC#Cc1ccc([C@H]2[C@H]3CN(C(=O)c4cccnc4)CC(=O)N3[C@H]2CO)cc1	7.2	0.0
18	O=C(NC1CCCC1)N1CC(=O)N2[C@H](CO)[C@H](c3ccc(C4=CCCCC4)cc3)[C@@H]2C1	7.6	0.0
19	COc1ccc2c3c(n(C)c2c1)[C@H](CO)N(Cc1ccccc1OC)CC31CCN(CC2CC2)CC1	4.2	0.0
20	CCCC(=O)Nc1ccc2c(c1)C(=O)N(C)C[C@@H](OC)[C@@H](C)CN(C(=O)c1ccccn1)[C@@H](C)CO2	-11.1	0.0
21	O=C1NCCOCn2nncc2CC[C@@H]1Cc1cccc(Cl)c1	8.4	0.0
22	COCCNC(=O)C[C@H]1CC[C@H]2[C@H](COc3ccc(NS(=O)(=O)c4ccc(Cl)cc4)cc3C(=O)N2C)O1	-43.4	0.0
23	C/C=C/c1ccc([C@@H]2[C@@H](CO)N(C(C)=O)[C@@H]2CN(CC)C(=O)CN(C)C)cc1	13.6	0.0

Record cards, from the list above:
Listed for `COCC(=O)N1[C@@H]2c3ccc(C4=CCCCC4)c(=O)n3C[C@@H]2[C@@H](CO)[C@@H]1C(=O)N1CCN(C)CC1` → DLD1 CTGF mRNA: 7.9; Pax4 gene expression: 0.0
Listed for `CCCC(=O)Nc1ccc2c(c1)C(=O)N(C)C[C@@H](OC)[C@@H](C)CN(C(=O)c1ccccn1)[C@@H](C)CO2` → DLD1 CTGF mRNA: -11.1; Pax4 gene expression: 0.0

Molecules listed so far containing a cyano group (two):
entry	Structure	DLD1 CTGF mRNA	Pax4 gene expression
2	COCC#Cc1ccc([C@@H]2[C@@H](C#N)N(C(=O)Cc3ccccc3)[C@@H]2CO)cc1	-30.5	0.0
6	CO[C@H]1CC[C@@H]2CCOc3c(C#N)cccc3C(=O)N(C)C[C@H](OC)[C@H](C)C(=O)N(C)C[C@@H]1O2	0.2	0.0

Reprinted at random: 2 entries already listed
entry	Structure	DLD1 CTGF mRNA	Pax4 gene expression
23	C/C=C/c1ccc([C@@H]2[C@@H](CO)N(C(C)=O)[C@@H]2CN(CC)C(=O)CN(C)C)cc1	13.6	0.0
20	CCCC(=O)Nc1ccc2c(c1)C(=O)N(C)C[C@@H](OC)[C@@H](C)CN(C(=O)c1ccccn1)[C@@H](C)CO2	-11.1	0.0

High-throughput results (PubChem BioAssay)
